# SENP8 block-1: SENP8 (human) protease inhibition | recombinant SENP8, Nedd8 substrate fluorescence | Q96LD8 | inhibition, % at 20 µM | AID 602440 | 360,000 compounds, 0.64% hits; in the data active = inhibition mostly above about 40%, no sharp cut-off; inactive = mostly below about 27%
# PfG6PD inh: PfG6PD (Plasmodium falciparum) enzyme inhibition; PfGluPho enzyme, NADPH resazurin-diaphorase fluorescence; inhibition, % at 20 µM; 350,000 compounds, 0.78% hits;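 active = inhibition reaching at least a set limit at 20 µM in the primary screen, cut at about 59% in these data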;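 also: 0% = DMSO wells with substrate and 100% = DMSO wells lacking glucose-6-phosphate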
# SENP7 block: blocks the human protease SENP7 | 330,000 compounds, 1.5% hits | AID 434973 | Q9BQF6 | inhibition, % at 5 µM | recombinant SENP7, Z-RLRGG-aminoluciferin luminescence, 40 min;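 active = inhibition above about 50% at the single test dose, limit read from the data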;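 also: plate controls were DMSO with enzyme for no effect and no enzyme buffer wells for full effect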
# SENP8 block-2: SENP8 protease inhibition; Q96LD8; purified SENP8, Z-RLRGG-aminoluciferin cleavage, luminescence; inhibition, % at 10 µM; 330,000 compounds, 1.2% hits; AID 2540; in the data active = inhibition above about 50%
# SENP1 inh: SENP1 (human) catalytic domain inhibition. recombinant SENP1 catalytic domain, CyPet-SUMO1-YPet FRET cleavage. inhibition, % at 10 µM. 360,000 compounds, 0.21% hits;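 active = inhibition at least 30% at 10 µM, raw YFP signal under a set limit, fluorescence ratio 0.5 to 1.5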;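 also: 0% = enzyme with DMSO and 100% = no enzyme wells; some results filed as inactive read as strong as hits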
#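 Assay system: hSENP1 catalytic domain, recombinant. Amount: SENP1 enzyme, 20 pM final. Schedule: 50 min reaction, RT, dark. Technique: FRET, CFP and YFP emission. Control set: no-enzyme wells low, DMSO-plus-enzyme wells high control.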
# HKDC1 inhibitor: inhibitors of human hexokinase HKDC1 | Q2TB90 | recombinant HKDC1, G6PDH/diaphorase resazurin coupled fluorescence | inhibition, % at 20 µM | 340,000 compounds, 0.16% hits | AID 493160;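 active = inhibition above about 35% when tested at 20 µM, limit read from the data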;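 also: plate controls were DMSO wells with enzyme for no effect and DMSO wells lacking enzyme for full effect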
# Target sequence (Q2TB90 whole entry, looked up): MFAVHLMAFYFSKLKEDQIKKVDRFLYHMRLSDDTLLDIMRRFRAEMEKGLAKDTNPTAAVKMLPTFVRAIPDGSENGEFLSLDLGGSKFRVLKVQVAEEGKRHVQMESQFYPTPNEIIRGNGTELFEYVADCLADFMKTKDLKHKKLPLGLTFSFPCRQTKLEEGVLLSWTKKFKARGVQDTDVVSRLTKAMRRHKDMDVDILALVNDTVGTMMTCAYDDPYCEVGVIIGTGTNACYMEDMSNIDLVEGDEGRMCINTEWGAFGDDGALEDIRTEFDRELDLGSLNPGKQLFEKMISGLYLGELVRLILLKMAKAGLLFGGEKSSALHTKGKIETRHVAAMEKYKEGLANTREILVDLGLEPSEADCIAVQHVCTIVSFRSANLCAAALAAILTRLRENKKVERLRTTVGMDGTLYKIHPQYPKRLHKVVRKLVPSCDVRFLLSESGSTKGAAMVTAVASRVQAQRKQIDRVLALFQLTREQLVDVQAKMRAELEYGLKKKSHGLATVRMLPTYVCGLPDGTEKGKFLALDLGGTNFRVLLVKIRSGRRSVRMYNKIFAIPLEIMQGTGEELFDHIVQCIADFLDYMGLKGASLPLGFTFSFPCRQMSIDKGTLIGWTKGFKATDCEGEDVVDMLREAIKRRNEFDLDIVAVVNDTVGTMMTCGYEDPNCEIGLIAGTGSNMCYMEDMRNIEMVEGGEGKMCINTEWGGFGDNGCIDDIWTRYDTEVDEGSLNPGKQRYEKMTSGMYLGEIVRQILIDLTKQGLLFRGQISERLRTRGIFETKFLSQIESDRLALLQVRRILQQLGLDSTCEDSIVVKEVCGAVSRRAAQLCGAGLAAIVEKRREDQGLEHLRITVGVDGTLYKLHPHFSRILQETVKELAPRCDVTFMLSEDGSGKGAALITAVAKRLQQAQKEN
#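 Assay system – recombinant HKDC1 (HK5) hexokinase enzyme, produced in-house · Input – HKDC1 at 5 µg/mL · Reagent – glucose plus 1 mM ATP as hexokinase substrates · Timing – 90 min reaction incubation at room temperature, dark · Measured by – G6PDH/diaphorase-coupled fluorescence, 1 mM NADP, 100 µM resazurin, 525/613 nm · Benchmarks – DMSO-enzyme wells negative, buffer-substituted wells positive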
# Apaf-1 inh: blocks human Apaf-1 apoptosome activity; reconstituted apoptosome caspase-3 activity, DEVD-Rh110 fluorescence; inhibition, % at 20 µM; 330,000 compounds, 0.71% hits; active = inhibition of at least 40% at 20 µM;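 also: plate controls were DMSO wells for no effect and DEVD-CHO caspase inhibitor wells for full effect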
#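 Medium: Hepes buffer, pH 7.5 / System: biochemical Apaf-1 apoptosome reconstitution / Measured by: Rh110 fluorescence, excitation 480 nm, emission 540 nm / Times: compound with Apaf-1, dATP, procaspase-3 30 min, then 50 min reaction, room temperature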
# SENP6 inh: blocks the human protease SENP6; Q9GZR1; Recombinant SENP6 catalytic domain, aminoluciferin luminescence; inhibition, % at 10 µM; 330,000 compounds, 1.8% hits; AID 2599;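 active = inhibition above about 50% at the single tested dose, limit read from the data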;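 also: plate controls were DMSO wells with enzyme for no effect and DMSO wells lacking enzyme for full effect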
# Active calls of the source: *; i = inactive; nt = not tested or not shown.
SMILES,SENP8 block-1,PfG6PD inh,SENP7 block,SENP8 block-2,SENP1 inh,HKDC1 inhibitor,Apaf-1 inh,SENP6 inh
O=C(NC1(C(F)(F)F)NC(=O)N(Cc2cccnc2)C1=O)c1ccc(F)cc1 (stereo not drawn),12,-3,3,-2,1,-7,11,-6
Cc1ccccc1OCCC(=O)Nc1cc(S(=O)(=O)N2CCCCC2)ccc1N1CCN(C)CC1,2,13,nt,nt,0,-3,nt,nt
CC(C)c1ccc(NC(=O)N2CCC(c3nc4ccccc4o3)CC2)cc1,2,2,-3,-6,0,2,10,-15
O=C(Nc1ccc([N+](=O)[O-])cc1)Nc1ccc2[nH]c(=O)[nH]c2c1,20,18,-2,-4,-28,2,1,-7
CC1=C(C)CC(C(=O)NC2CCN(C(C)C)CC2)C(C(=O)O)C1 (stereo not drawn),2,-12,-3,-22,-1,-8,10,-21
COc1ccc(C2=NCN(c3ccc(C)cc3)C(=S)N2)cc1,11,-9,3,0,0,-7,i,8
COc1cc2c(cc1NC(=O)CSc1nc3ccc(C)cc3[nH]1)oc1ccccc12,nt,nt,10,-9,nt,nt,-8,-11
COCc1cccc(C2=CC(=O)C[C@H](c3ccc(OC)cc3)C2)c1,14,6,2,-6,1,-3,9,-10
COc1ccc(-c2nc(N)n(C(=O)c3cccs3)n2)cc1,-4,5,4,6,2,7,-17,1
O=C(c1ccc([N+](=O)[O-])cc1)N1CCc2ccccc21,18,-9,-1,6,0,-3,-11,1
CCOC(=O)c1ccc(NC(=S)NCCc2ccc(OC)c(OC)c2)cc1,-2,1,3,-5,-1,-2,-9,-6
CCn1c(SCC(=O)OC(C)C)nnc1-c1ccccc1OC,10,-5,1,-3,2,-9,1,-20
Cc1ncc([N+](=O)[O-])n1CC(=O)Nc1ccc(F)cc1,18,-2,-3,-2,2,-4,-5,-11
COCCCN1C(=O)C(=O)/C(=C(/O)c2ccc(S(=O)(=O)N3CCCCC3)cc2)C1c1ccc(O)c(OC)c1 (stereo not drawn),12,-6,0,2,5,-3,-13,14
CCOc1ccc2[nH]c(=O)c(CN(Cc3cccs3)Cc3nnnn3C(C)(C)C)cc2c1,-221,-11,-9,-5,-35,-2,13,-31
CC(OC(=O)/C=C/c1ccc2ccccc2n1)C(=O)NCc1ccccc1 (stereo not drawn),0,5,0,1,0,2,10,-16
C=CCNc1nc(Cl)nc(NCc2ccco2)n1,0,-10,-1,5,-3,-4,10,7
CCOC(=O)c1c(N)sn(-c2ccccc2C)c1=S,20,73*,-2,8,0,-18,6,-10
CCc1cc2cccc(C)c2nc1SCC(=O)NNC(=O)c1ccco1,6,-25,1,-2,1,2,-3,-5
O=C(c1ccc(Cl)cc1)N(Cc1ccccc1F)N1C(=O)CCCC1=O,15,-9,5,8,0,-5,-22,0
COc1ccnc(CN(C)C(=O)C2CCC(=O)N(Cc3cccc(C(F)(F)F)c3)C2)c1 (stereo not drawn),7,-15,-5,1,0,-2,0,3
Cc1ccc(-n2cc(C(=O)O)c(=O)cc2C)c(C)c1,2,-11,-1,4,1,-11,-14,-8
COc1ccc(C(=O)NC(=S)Nc2ccccc2N2CCOCC2)cc1Br,14,16,2,-9,3,-3,18,-10
Cc1ccc(C(=O)CN(Cc2ccccc2)C2=NCCS2)cc1,13,11,-8,-8,5,-5,-7,-15
CN(C)c1ccc(O)c2c1CC1CC3[C@@H](N(C)C)C(=O)C(C(N)=O)=C(O)[C@]3(O)C(=O)C1=C2O (stereo partly drawn),26,21,3,3,13,9,-1,-14
# The list goes on:
SMILES,SENP8 block-1,PfG6PD inh,SENP7 block,SENP8 block-2,SENP1 inh,HKDC1 inhibitor,Apaf-1 inh,SENP6 inh
Cc1ccccc1Nc1nnc(SCC(=O)NC2CCCc3ccccc32)s1 (stereo not drawn),6,11,2,-14,1,-12,9,4
Cc1cc(CO)nn1-c1ccc([N+](=O)[O-])cc1,11,-3,8,-1,0,2,-12,-5
O=[N+]([O-])c1ccc(N/N=C/c2cn(Cc3ccc(F)cc3)c3ccccc23)nc1,28,7,nt,nt,-26,1,nt,nt
O=C(Nc1cccc(-c2cscn2)c1)C1CCN(Cc2ccsc2)CC1,5,0,2,4,-1,-1,1,8
Cc1ccccc1-c1nc(CS(=O)(=O)CC(=O)NCCN2CCCC2)c(C)o1,7,6,10,6,-1,-8,9,15
CCC1CN(C(=O)N2CCC(C(=O)Nc3ccccc3OC)CC2)c2ccccc2O1 (stereo not drawn),9,-19,-3,5,0,-3,0,-16
Cc1nc2c(C(=O)NCc3cccs3)cnn2c(C)c1Cc1ccc(F)cc1,nt,nt,4,-1,nt,nt,10,13
C=CCOc1ccc(C2C(C#N)=C(N)N(Nc3ccccc3)C3=C2C(=O)CC(C)(C)C3)cc1OC (stereo not drawn),-414,11,-6,-6,7,-1,30,-14
Cc1cccc(OCCSc2nc3ncnc(N)c3[nH]2)c1,-6,-14,-3,-3,0,1,0,-1
Cc1cc(C)c(C#N)c(SCCS(=O)(=O)c2ccc(C(C)(C)C)cc2)n1,25,11,-4,-6,0,-3,9,-10
CC(=O)c1ccc(OCc2cc(C(=O)N3CCCCC3c3cccnc3)no2)cc1 (stereo not drawn),3,7,10,-5,-3,-5,-2,0
CCCn1c(N)c(C(=O)COC(=O)COc2ccc(Cl)c(C)c2)c(=O)n(C)c1=O,-6,20,-3,-4,-3,-2,20,-24
O=C1CC(c2ccccc2)=Nc2ccccc2N1,18,0,1,4,-1,-3,8,-27
CCC(CC)c1nnc(NC(=O)c2ccco2)s1,-5,-9,-7,-12,2,-1,-1,-17
N#CNC(=Nc1ccc(F)cc1)SCc1ccccc1,15,3,-3,-1,0,-10,-4,-11
COC(=O)[C@@]1(Cc2ccc(OC)cc2)[C@H]2c3cc(C(=O)N(C)C)n(Cc4c(CO)[nH]cc(C)c4=O)c3C[C@H]2CN1C(=O)c1ccccc1,-12,4,5,0,-1,3,6,-10
O=[N+]([O-])c1ccc(C(O)CN2CCN(Cc3ccccc3)CC2)cc1 (stereo not drawn),16,-6,2,-9,-1,-5,4,-31
Cc1c(Cl)cccc1NC(=O)CSc1nnc(C)n1-c1ccccc1,6,12,7,6,2,15,0,7
Cn1c(=O)[nH]c(=O)c2c1nc(N1CCOCC1)n2CC(O)COc1ccc2ccccc2c1 (stereo not drawn),16,-10,7,-2,-3,3,-5,9
Cc1cccc(C2N=C(N)Nc3nc4ccccc4n32)c1 (stereo not drawn),14,11,1,6,2,0,-11,-3
COc1ccc(NC(=O)N2CCCC(C(=O)Nc3cccc(C)c3C)C2)cc1 (stereo not drawn),4,-14,-3,-7,-1,0,0,-6
O=C(COc1ccccc1)N1CCN=C1SCc1cccc(F)c1,18,-2,6,-7,2,-10,-14,-16
CC(=O)c1ccc(-c2ccccc2[C@H]2[C@H]3C=CC[C@@H](C)[C@@H]3C(=O)N2Cc2ccccc2)cc1,nt,nt,1,-7,nt,nt,26,-14
Cc1nonc1OCCNC(=O)C12CC3CC(CC(C3)C1)C2,9,11,8,5,2,-4,3,2
CCOC(=O)c1ccc(NC(=O)Cn2cnc3cc(C)c(C)cc32)cc1,3,12,10,-2,-1,3,0,-20
# New compounds follow.
SMILES,SENP8 block-1,PfG6PD inh,SENP7 block,SENP8 block-2,SENP1 inh,HKDC1 inhibitor,Apaf-1 inh,SENP6 inh
CCOc1ccc(C2C(C#N)=C(N)N(N(C)C)C3=C2C(=O)CCC3)cc1 (stereo not drawn),10,4,-1,3,2,-1,-1,-5
CC(NC(=O)c1ccc(C(=O)c2ccccc2)cc1)c1ccc(S(N)(=O)=O)cc1 (stereo not drawn),-8,8,12,-7,1,0,-2,-16
Cc1ccccc1Nc1nc(-c2sc(NC(=O)c3ccccc3)nc2C)cs1,nt,nt,61*,61*,nt,nt,3,80*
CCOC(=O)Nc1ccc(S(=O)(=O)Nc2cc(C)on2)cc1,6,-5,-19,-3,2,3,-11,4
COC(=O)c1sccc1NC(=O)C1CC=CCC1C(=O)O (stereo not drawn),14,-2,-5,-8,-1,-2,0,-4
COC(=O)c1ccc(NC(=O)NC2CCCCC2)cc1,10,7,6,-16,0,-5,-5,-13
CC(C(=O)Nc1ccc2c(c1)OCCO2)N1Cc2ccccc2C1=O (stereo not drawn),-2,-3,4,-13,1,-6,8,5
Cc1oc2cc3oc(=O)cc(C)c3cc2c1C,-284,6,-5,-4,-3,-4,12,-8
Cc1ccc(CSC2=Nc3ccccc3C3=NC(CC(=O)NCc4ccco4)C(=O)N23)cc1 (stereo not drawn),-288,11,-13,-10,-7,3,20,-17
CC(=O)NNC(=S)Nc1cc(S(=O)(=O)N(C)C)ccc1C,7,-12,6,-4,-1,9,-4,0
Cc1cccc(-n2ncc3c2CCCC3NC(=O)Cc2c(C)noc2C)c1C (stereo not drawn),4,22,-5,-6,1,-6,-5,-15

# From PubChem
